High-throughput results deposited in PubChem BioAssay by Broad Institute.
ARNT-TACC3 inh = disruptors of human ARNT/TACC3 interaction | Q9Y6A5 | AlphaScreen His-ARNT PAS-B/GST-TACC3 binding, luminescence; TACC3 fragment carries E629A point mutation | inhibition, % at 9.99 µM | 390,000 compounds, 0.66% hits | AID 623870;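 active = mean inhibition of replicates at least 50% and at least half of replicates each reaching 50%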;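 note: 0% = complete ARNT plus TACC3 wells and 100% = ARNT alone without TACC3; many hits fall short of the cut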
esBAF inh = inhibitors of esBAF chromatin remodeling in mouse ES cells; Bmi1-luciferase knock-in reporter, 24 h; 100% = twice the neutral-well signal; reporter increase, % at 12.5 µM; 350,000 compounds, 2% hits; AID 602393; in the data active = activation above about 40%;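 note: 0% = median of the plate's neutral control wells and 100% = double that signal; a rise in the Bmi1 reporter signal indicates esBAF inhibition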
RAD52 anneal inh = blocks human RAD52 DNA annealing; P43351; recombinant RAD52 DNA annealing, FRET fluorescence; inhibition, % at 18.7 µM; 360,000 compounds, 0.46% hits;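 active = every replicate showing at least 50% inhibition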
PglD DTNB = PglD (C. jejuni) enzyme inhibition | purified PglD enzyme, DTNB colorimetric CoA detection | inhibition, % at 12.5 µM | 360,000 compounds, 0.098% hits | AID 602405; in the data active = inhibition above about 16%, passing the limit was not always enough; note: strong numbers were not always called active
Casp6 inh = caspase-6 (human) enzyme inhibition. P55212. purified caspase-6, Z-VEID-R110 cleavage fluorescence. inhibition, % at 12.5 µM. 350,000 compounds, 0.53% hits. AID 686996;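 active = mean inhibition across replicates at least about 35%, with every replicate also reaching that limit, limit read from the data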;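 note: 0% = median of neutral control wells and 100% = no fluorescence left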
Target sequence (P55212 24-179 limits assumed): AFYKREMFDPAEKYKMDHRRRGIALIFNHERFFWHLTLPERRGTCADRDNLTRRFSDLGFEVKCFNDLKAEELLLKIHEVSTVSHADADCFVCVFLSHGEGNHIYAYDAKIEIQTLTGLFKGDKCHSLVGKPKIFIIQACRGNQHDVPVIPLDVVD
Target sequence (P55212 194-293 limits assumed): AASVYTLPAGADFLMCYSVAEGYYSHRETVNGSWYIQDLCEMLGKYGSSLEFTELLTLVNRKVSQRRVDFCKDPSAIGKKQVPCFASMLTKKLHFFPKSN
E-sel inducer = induces E-selectin expression in human endothelial cells | P16581 | HUVEC E-selectin immunofluorescence imaging; normalized: neutral wells 0, TNF-alpha wells 100 | activation, % at 7.58 µM | 260,000 compounds, 0.37% hits | AID 686992;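 active = mean E-selectin-positive cell signal at least 10% of the positive control, reached in at least 60% of replicates, without over 20% cell loss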;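 note: in these data hits start at about 27%; measured in HUVEC primary endothelial cells; signal is the percent of cells scored E-selectin positive by PE staining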
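Test system: HUVEC | Signal: Immunofluorescence imaging | Read-out: Percent E-selectin-positive cells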
ERp5 inh = inhibitors of human ERp5. 350,000 compounds, 0.05% hits. AID 651711. Q15084. ERp5 insulin aggregation, absorbance 650 nm, 90 min. inhibition, % at 9.99 µM;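 active = mean replicate inhibition above about 25%, with every replicate also reaching it, limit read from the data, passing the limit was not always enough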
RAD54 inh = RAD54 (human) branch migration inhibition; Q92698; RAD54 Holliday junction branch migration, FAM/BHQ fluorescence; inhibition, % at 10.4 µM; 360,000 compounds, 0.14% hits; AID 602329;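 active = mean normalized replicate activity at least 40 and at least half of replicates scoring 40 or more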;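 note: 0% = median of neutral control wells and 100% = median of positive control wells; inhibitors cause a drop in the FAM fluorescence signal; in these data hits start at about 50%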
Target sequence (Q92698 whole entry, looked up): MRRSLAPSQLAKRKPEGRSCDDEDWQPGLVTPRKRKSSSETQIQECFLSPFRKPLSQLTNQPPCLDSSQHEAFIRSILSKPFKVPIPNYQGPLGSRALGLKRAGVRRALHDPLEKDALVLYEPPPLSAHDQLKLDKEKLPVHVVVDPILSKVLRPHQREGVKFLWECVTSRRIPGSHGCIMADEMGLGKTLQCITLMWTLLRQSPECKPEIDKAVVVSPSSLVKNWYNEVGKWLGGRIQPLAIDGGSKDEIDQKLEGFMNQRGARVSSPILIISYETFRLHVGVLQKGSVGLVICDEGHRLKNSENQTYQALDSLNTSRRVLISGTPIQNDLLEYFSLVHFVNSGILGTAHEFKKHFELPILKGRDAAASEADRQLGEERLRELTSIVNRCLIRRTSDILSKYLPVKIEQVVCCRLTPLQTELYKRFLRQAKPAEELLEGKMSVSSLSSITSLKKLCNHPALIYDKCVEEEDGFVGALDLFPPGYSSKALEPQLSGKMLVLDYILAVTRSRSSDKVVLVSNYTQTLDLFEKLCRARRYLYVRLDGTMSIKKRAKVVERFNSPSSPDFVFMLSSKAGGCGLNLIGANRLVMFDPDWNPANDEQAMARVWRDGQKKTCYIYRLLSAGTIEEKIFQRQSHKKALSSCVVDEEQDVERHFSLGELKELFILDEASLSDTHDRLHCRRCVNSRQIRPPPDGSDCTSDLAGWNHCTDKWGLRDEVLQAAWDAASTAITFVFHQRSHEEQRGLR
* = called active by the depositor; . = not tested or not shown; & = joins results of further samples.

SMILES	ARNT-TACC3 inh	esBAF inh	RAD52 anneal inh	PglD DTNB	Casp6 inh	E-sel inducer	ERp5 inh	RAD54 inh
COc1ccccc1CNC(=O)[C@@H]1CCCN1S(=O)(=O)c1ccccc1F	1	-7	-7	2	.	0.2	0	1
COc1ccc(N(CC(=O)N/N=C/c2ccc3c(c2)OCO3)S(=O)(=O)c2ccc(NC(C)=O)cc2)cc1	-2	.	-7	.	1	.	0	.
COc1ccc(C)cc1C1=CC(=O)C[C@H](c2ccc(F)cc2)C1	4	1	-17	-5	-4	0.3	0	-4
O=C(NC(=S)NCc1ccco1)c1ccccc1[N+](=O)[O-]	-4	.	-2	0	-1	-0.2	7	-6
O=C(O)C(Oc1ccc2c3c(c(=O)oc2c1)CCC3)c1ccccc1 (centres undefined)	2	-2	.	1	.	.	.	-8
O=C(/C=C\NCC(=O)c1ccccc1)c1ccccc1	-6	19	.	-4	.	.	.	-6
O=C(Nc1ccc(Br)c(C(F)(F)F)c1)c1ccc(C(F)(F)F)cc1	.	.	-34	-2	0	-1.0	3	-3
COc1ccc(CCNC(=O)CCNC(=O)c2ccco2)cc1	-3	1	-9	1	3	0.8	3	-13
CCOC(=O)C1=C(CSc2nc(-c3ccccc3)ccc2C#N)OC(N)=C(C#N)C1c1ccc(OC)cc1 (centres undefined)	-7	54*	.	2	.	.	.	-14
c1cc(-c2ccsc2)n2ccnc2c1	.	0	-10	4	-1	0.3	-1	-5
CCN(CC(=O)Nc1ccc2c(c1)OCCO2)C(=O)c1ccc(S(=O)(=O)N(C)C)cc1	14	-2	-10	1	2	.	1	-1
CCc1cccc2c(C(=O)C(NCCCOC)c3ccccc3)c[nH]c12 (centres undefined)	5	11	-14	-6	-1	13	2	3
CCN(CCCNC(=O)C1CCN(S(=O)(=O)c2cccc3nonc23)CC1)Cc1ccccc1	-8	-1	.	-1	.	.	.	-8
CC(=O)c1ccc(N2CCN(C(=O)c3ccc(-c4ccccc4)cc3)CC2)cc1	-7	12	-36	-1	-1	-0.1	6	-4
C[C@@H]1CN([C@@H](C)CO)S(=O)(=O)c2ccc(C#CC3CC3)cc2O[C@H]1CN(C)C(=O)c1cnccn1	14	2	-5	0	1	0.0	0	4
C[C@H](CO)N1C[C@H](C)[C@@H](CN(C)C(=O)Nc2ccccc2)OCCCC[C@H](C)Oc2ccc(NS(=O)(=O)c3cccs3)cc2C1=O	-6	2	-9	-1	-1	.	-4	0
OC(CCN1CCCCC1)(c1ccccc1)C1CCCCC1 (centres undefined)	-4	-1	1	2	5	1.7	-5	3
Cc1cscc1NC(=O)/C=C/C(=O)O	2	-1	-9	0	6	.	-5	-5
C[C@@H]1CN([C@@H](C)CO)C(=O)c2cccc(NC(=O)Nc3cccc4ccccc34)c2O[C@H]1CN(C)S(=O)(=O)c1ccc(Cl)cc1	15	11	12	2	-1	-0.1	1	-2
Cc1ccc(-c2ccc3c(c2)O[C@@H](CN(C)C(=O)NC(C)C)[C@H](C)CN([C@H](C)CO)S3(=O)=O)cc1	5	-5	8	-3	1	0.8	1	-2
CCCNC(=O)Cn1cc(S(=O)(=O)N2CCCC2)c(S(=O)(=O)N2CCCC2)c1	0	-2	-8	0	2	.	1	0
COc1ccc(CNc2ncc(-c3cccc([N+](=O)[O-])c3)n2C)c(OC)c1OC	7	1	-7	0	-2	.	2	5
CCOc1cc2c(cc1/C=C(/C#N)c1ccc(C(=O)O)cc1)OCO2	-11	.	-123	.	5	0.2	-2	.
O=C1COc2ccc(S(=O)(=O)Nc3ccc(OC(F)(F)F)cc3)cc2N1	-5	2	-29	-24	.	.	0	6
C[C@@H]1CN([C@@H](C)CO)S(=O)(=O)c2ccc(Br)cc2O[C@@H]1CN(C)C(=O)c1ccccn1	-3	-9&-6	13&6	-2&-2	1&-8	0.0&-0.6	0&5	-5&-3
Cc1ccc2nc(-c3ccccc3Cl)cc(C(=O)Nc3cc(C)on3)c2c1	-1	-12	.	1	.	.	.	-4
CS(=O)(=O)N1CCC(C(=O)NCc2ccc3c(c2)OCO3)CC1	3	-4	-16	2	-2	-0.2	-2	2
O=C(N/N=C1/CC2C=CCC12)c1ccc(Br)o1 (centres undefined)	-6	.	-16	-3	0	.	-7	4
N#CCCC(CCC#N)C1=NCCc2ccccc21	-5	.	-4	4	-4	0.6	3	6
Cc1ccc(C)c(NS(=O)(=O)c2ccc3[nH]c(=O)[nH]c3c2)c1	0	.	-14	-3	0	0.2	2	1
CCCC(=O)Nc1ccc2c(c1)C(=O)N(C)C[C@@H](OC)[C@@H](C)CN(Cc1nccs1)[C@@H](C)CO2	0	-6	-2	-2	.	-0.3	-1	-12
O=S(=O)(c1ccc(Cl)cc1)n1ccc2cccnc21	-6	4	.	-7	.	-0.6	.	0
CC(C)NC(=O)N(C)C[C@@H]1Oc2ncc(-c3ccccc3F)cc2C(=O)N([C@H](C)CO)C[C@H]1C	.	.	-7	.	1	-0.3	7	.
O=C(O)CCC(=O)N(Cc1cccs1)Cc1cccs1	-4	2	.	5	.	.	.	0
CCOC(=O)/C(C)=C1\NC(C)(C)Cc2ccccc21	-2	.	-21	-1	1	.	1	7
Cc1cc(N)n(-c2ccc(Oc3ccccc3)c(S(=O)(=O)O)c2)n1	-1	.	-24	.	38*	.	-2	.
Cc1ccc(C(=O)N2CCN(C)CC2)cc1S(=O)(=O)N1CCCCC1	-8	-6	.	10	.	.	.	-5
COc1ccc2c3c([nH]c2c1)[C@@H](CO)N(C(=O)c1ccc(F)cc1)CC31CN(S(=O)(=O)c2cccs2)C1	.	.	19	.	1	0.2	9	.
CCN1CCN(Cc2ccc(OC)c(OCc3ccccc3)c2)CC1	-8	-1	.	-10	.	.	.	3
O=C(Nc1nnc(Cc2ccccc2)s1)c1ccccc1	-4	70*	-13	-3	-2	0.4	1	-11

An excerpt from above in order of SMILES length, rising:
SMILES	ARNT-TACC3 inh	esBAF inh	RAD52 anneal inh	PglD DTNB	Casp6 inh	E-sel inducer	ERp5 inh	RAD54 inh
N#CCCC(CCC#N)C1=NCCc2ccccc21	-5	.	-4	4	-4	0.6	3	6
O=C(Nc1nnc(Cc2ccccc2)s1)c1ccccc1	-4	70*	-13	-3	-2	0.4	1	-11
O=C(N/N=C1/CC2C=CCC12)c1ccc(Br)o1 (centres undefined)	-6	.	-16	-3	0	.	-7	4
O=S(=O)(c1ccc(Cl)cc1)n1ccc2cccnc21	-6	4	.	-7	.	-0.6	.	0
CCOC(=O)/C(C)=C1\NC(C)(C)Cc2ccccc21	-2	.	-21	-1	1	.	1	7
CCN1CCN(Cc2ccc(OC)c(OCc3ccccc3)c2)CC1	-8	-1	.	-10	.	.	.	3
CS(=O)(=O)N1CCC(C(=O)NCc2ccc3c(c2)OCO3)CC1	3	-4	-16	2	-2	-0.2	-2	2
CCOc1cc2c(cc1/C=C(/C#N)c1ccc(C(=O)O)cc1)OCO2	-11	.	-123	.	5	0.2	-2	.
Cc1cc(N)n(-c2ccc(Oc3ccccc3)c(S(=O)(=O)O)c2)n1	-1	.	-24	.	38*	.	-2	.
Cc1ccc2nc(-c3ccccc3Cl)cc(C(=O)Nc3cc(C)on3)c2c1	-1	-12	.	1	.	.	.	-4
Cc1ccc(C)c(NS(=O)(=O)c2ccc3[nH]c(=O)[nH]c3c2)c1	0	.	-14	-3	0	0.2	2	1
CCCNC(=O)Cn1cc(S(=O)(=O)N2CCCC2)c(S(=O)(=O)N2CCCC2)c1	0	-2	-8	0	2	.	1	0
CC(C)NC(=O)N(C)C[C@@H]1Oc2ncc(-c3ccccc3F)cc2C(=O)N([C@H](C)CO)C[C@H]1C	.	.	-7	.	1	-0.3	7	.
CCCC(=O)Nc1ccc2c(c1)C(=O)N(C)C[C@@H](OC)[C@@H](C)CN(Cc1nccs1)[C@@H](C)CO2	0	-6	-2	-2	.	-0.3	-1	-12
COc1ccc2c3c([nH]c2c1)[C@@H](CO)N(C(=O)c1ccc(F)cc1)CC31CN(S(=O)(=O)c2cccs2)C1	.	.	19	.	1	0.2	9	.

Further structures
SMILES	ARNT-TACC3 inh	esBAF inh	RAD52 anneal inh	PglD DTNB	Casp6 inh	E-sel inducer	ERp5 inh	RAD54 inh
O=C(NCC(=O)N(CC1CCCO1)C(C(=O)NC1CCCCC1)c1ccccc1)c1ccco1 (centres undefined)	2	1	-2	0	-1	-0.1	2	4
C[C@H](CO)N1C[C@H](C)[C@@H](CN(C)Cc2ccc3c(c2)OCCN3C)OCc2ccccc2-c2c(n(C)c3ccccc23)C1=O	.	.	24	.	3	-0.1	-2	.
Cc1nc(COc2cc3oc(=O)cc(C)c3cc2Cl)cs1	-1	26	3	-3	1	.	5	-8
O=C(COC(=O)c1ccccn1)Nc1nc(-c2ccccc2)cs1	17	25	-4	2	-8	0.0	-2	5
COc1ccc(NC(=O)N2CCC(O)(c3cccnc3)CC2)c(OC)c1	1	-3	.	-5	.	.	.	-15
Cc1noc(C)c1CSCC(=O)Nc1nnc(CC(C)C)s1	-3	-1	-8	-1	0	0.3	9	-12
COc1ccc(/C(N)=N/OC(=O)CCCc2ccccc2)cc1OC	-8	.	.	-7	.	-0.2	.	4
Cc1ccc(N(C(=O)Cn2nnc(-c3ccc(F)cc3)n2)C(C(=O)NC(C)(C)C)c2ccncc2)cc1 (centres undefined)	.	14	-8	5	1	.	-1	-13
O=C(N[C@H]1CC[C@@H](CCNS(=O)(=O)c2ccc(F)cc2)O[C@H]1CO)C1CCC1	-3	-2	-5	2	-2	0.0	0	-8
COc1cc2c(cc1OC)-c1nncn1C(C)(C)C2	-16	-6	.	-3	.	.	.	-3
Cc1ccc(C(=O)NC2CC3CCCC(C2)N3Cc2ccccc2)cc1 (centres undefined)	1	2	-14	-1	-1	.	-1	4
Cc1cccc(OCC(=O)NCC(=O)n2nc(C)cc2C)c1	-20	-2	.	11	.	.	.	11
CCCNC(=O)C[C@@H]1CC[C@@H]2[C@@H](COc3ccc(NC(=O)c4cc(C)on4)cc3C(=O)N2C)O1	-1	1	-3	2	0	-0.1	-7	-12
CCC(=O)c1ccc(O)c(OC)c1	-6	-8	-6	0	1	.	-3	-5
COc1ccc(NC(=O)[C@@H](NC(=O)c2ccccc2F)C(C)C)cc1S(=O)(=O)N1CCOCC1	-1	-2	-3	-2	-4	0.1	-3	2
CC(=O)C1=C(O)C(=O)N(c2cccc(C(=O)O)c2)C1c1ccccc1F (centres undefined)	-4	.	-20	-4	3	.	8	2
COc1ccc(NC(=O)Nc2ccc3c(c2)CC(=O)N([C@H](C)CO)C[C@H](C)[C@@H](CN(C)C(=O)NC(C)C)O3)cc1	-5	-1	7	2	1	-0.4	1	-7
CCCc1nc2ccc(Br)cn2c1Cc1ccccc1OC	.	-15	-22	0	-1	-0.1	3	0
CCCc1cc(=O)[nH]c(Nc2ccc(Cl)cc2)n1	-1	.	-5	.	1	.	-1	.
CO[C@@H]1CN(C)C(=O)c2cc(NC(=O)C3CC3)ccc2OC[C@H](C)N(C(=O)C2CCCCC2)C[C@@H]1C	-2	-3	-3	0	.	-0.1	-4	3
COc1ccc(S(=O)(=O)N2CCN(Cc3cc(OC)c(OC)cc3OC)CC2)cc1	0	2	-7	-2	-1	0.1	-1	-5
CC12CN(NC(=O)c3ccc(Cl)cc3)C3(C#N)CC1CCC23C (centres undefined)	0	10	-11	-2	2	0.0	-2	11
CC(C)NC(=O)Nc1ccc2c(c1)C(=O)N([C@H](C)CO)C[C@H](C)[C@@H](CN(C)Cc1ccc(-c3ccccc3)cc1)O2	-14	2	2	3	2	2.9	10	1
CCCCn1c(N)c(N(Cc2ccccc2OC)C(=O)c2cc(=O)[nH]c3ccccc23)c(=O)[nH]c1=O	-5	-2	-7	3	-2	.	-3	0
